# Screening results: PubChem BioAssay, National Center for Advancing Translational Sciences (NCATS)
# MBNL1 CUG block – qHTS Assay for Inhibitors of MBNL1-poly(CUG) RNA binding; TR-FRET MBNL1-His/biotin-(CUG)12 binding, 665/545 ratio; actives 0.036% (n = 280,000); Potency, µM (titrated, usually from 57.5 µM), for the others: top-dose activity change, negative = inhibition, hits mostly inhibitors; active means well fitted inhibition curve with a large enough effect in the signal ratio, with a control signal flat, not every such curve was filed as active; inconclusive means small, poorly fitted or top-dose-only effect, or effect the other way, or a change in a side signal; inactive means no such curve, though single readings can be large or run the other way; the % refers to the signal ratio; further: on the % scale 0 is the no-effect control and ±100 the full control effect
# Target sequence (Q9NR56 whole entry, looked up): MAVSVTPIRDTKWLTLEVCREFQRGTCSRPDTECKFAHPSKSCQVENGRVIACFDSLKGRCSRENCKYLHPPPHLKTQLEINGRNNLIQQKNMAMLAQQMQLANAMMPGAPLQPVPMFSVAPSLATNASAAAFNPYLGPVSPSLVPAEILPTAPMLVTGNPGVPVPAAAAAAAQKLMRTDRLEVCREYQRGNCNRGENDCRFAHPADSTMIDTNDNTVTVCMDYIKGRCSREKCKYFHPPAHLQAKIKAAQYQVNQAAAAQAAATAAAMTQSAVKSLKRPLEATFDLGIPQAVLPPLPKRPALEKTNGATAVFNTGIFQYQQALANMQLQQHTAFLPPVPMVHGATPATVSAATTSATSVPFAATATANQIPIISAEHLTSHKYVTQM
#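 Compounds (final 92 nM to 58 uM) are added to His-tagged MBNL1 and biotin-(CUG)12, then terbium anti-His antibody and streptavidin-XL665 (5 nM final). After 60 min at room temperature, the 665/545 nm ratio is read.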
# p53 reactivation – qHTS assay for re-activators of p53 using a Luc reporter | H1299 p53-A138V BP100-luciferase reporter, luminescence, 24 h | Potency, µM (top dose mostly 92.2 µM), for inactives: at the highest dose activity change, positive = activation, hits mostly activators | actives 0.063% (n = 320,000) | AID 504706, 2011; further: % of control where 0% means no effect; nearly all actives have a fitted effect of over 45% in size
#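 p53-null H1299 cells stably carrying temperature-sensitive p53-A138V and a BP100-luciferase reporter were pinned with compounds (4-point, 1:5 series) and held 24 hrs at 37 deg C. Luminescence was read 10 min after detection reagent.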
# uPA surface inh – qHTS for Inhibitors of Cell Surface uPA Generation | cell surface uPA generation assay, qHTS | actives 0.31% (n = 330,000) | Potency, µM (series often up to 38.3 µM), inactives show at the highest dose activity change, negative = inhibition, hits mostly inhibitors; active means well fitted inhibition curve with a large enough effect; inconclusive means small, poorly fitted or top-dose-only effect; inactive means no such curve, though single readings can be large or run the other way; tested in mouse RAW 264.7 cells; further: on the % scale 0 is the no-effect control and ±100 the full control effect; nearly all actives have a fitted effect of over 55% in size
# Gal4-VP16 FLuc – VP16 counterscreen qHTS for inhibitors of ROR gamma transcriptional activity; Drosophila S2 Gal4-VP16 UAS-luciferase, luminescence, 20 h; Potency, µM (titrated, usually from 53.6 µM), without a hit: top-dose activity, negative = inhibition, hits mostly inhibitors; actives 3.5% (n = 310,000); AID 2546, 2010;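 further: Gal4-VP16 expression switched on by copper sulfate through the metallothionein promoter; on the % scale 0 is the no-effect control and ±100 the full control effect; nearly all actives have a fitted effect of over 50% in size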
# RORgamma inh – qHTS for inhibitors of ROR gamma transcriptional activity. Nuclear receptor ROR-gamma (Mus musculus), P51450. Potency, µM (series often up to 53.6 µM), for inactives: at the highest dose activity change, negative = inhibition, most hits filed as inhibitors. Drosophila S2 Gal4-RORgamma UAS-luciferase reporter, 20 h. actives 5.4% (n = 310,000); further: on the % scale 0 is the no-effect control and ±100 the full control effect; nearly all actives have a fitted effect of over 60% in size
# Target sequence (P51450 whole entry, looked up, the tested form may be a part): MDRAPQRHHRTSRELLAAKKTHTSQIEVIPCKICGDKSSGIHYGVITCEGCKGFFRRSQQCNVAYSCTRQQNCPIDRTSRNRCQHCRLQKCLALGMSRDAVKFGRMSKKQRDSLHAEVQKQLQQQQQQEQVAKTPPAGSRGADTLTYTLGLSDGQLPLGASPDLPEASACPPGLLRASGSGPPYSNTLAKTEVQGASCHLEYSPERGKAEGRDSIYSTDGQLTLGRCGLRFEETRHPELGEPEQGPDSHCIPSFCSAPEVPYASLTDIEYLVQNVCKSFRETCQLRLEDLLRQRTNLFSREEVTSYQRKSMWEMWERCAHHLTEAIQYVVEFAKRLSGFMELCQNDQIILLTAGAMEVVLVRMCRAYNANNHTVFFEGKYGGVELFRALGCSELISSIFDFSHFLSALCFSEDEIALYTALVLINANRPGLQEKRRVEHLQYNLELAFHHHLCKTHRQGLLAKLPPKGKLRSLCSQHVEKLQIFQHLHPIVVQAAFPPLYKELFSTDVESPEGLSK
#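 Luciferase reporter read in Schneider cells carrying Gal4-RORγ (mouse) and UAS-Photinus luciferase; cells given compound 1 h before 700 uM copper sulfate induction, then incubated 20 h at ambient temperature.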
# FLuc modulator – qHTS profiling assay for firefly luciferase inhibitor/activator using purifed enzyme and Km concentrations of substrates (counterscreen for miR-21 project). Luciferin 4-monooxygenase (Photinus pyralis), P08659. purified FLuc, Km substrates, luminescence inhibition. AID 588342, 2011. Potency, µM (series often up to 57.5 µM), without a hit: at the top dose activity change, negative = inhibition, usual class: inhibitors. actives 6.9% (n = 360,000);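 further: plate controls were vehicle for no effect and reference inhibitor for full effect; nearly all actives have a fitted effect of over 55% in size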
#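 Biochemical qHTS of compounds, final roughly 60 µM downward over six points, against 10 nM purified firefly luciferase using Km concentrations of substrates (10 uM D-luciferin, 10 uM ATP) in Tris acetate pH 7.5 buffer; luminescence output.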
# Rab9 promoter act – qHTS Assay for Rab9 Promoter Activators | Huh7 Rab9 promoter-luciferase reporter, luminescence, 24 h | Potency, µM (series often up to 9.22 µM), without a hit: at the highest dose activation, negative = inhibition, actives largely listed as activators | actives 2.8% (n = 320,000) | AID 485297, 2010; further: % of control where 0% means no effect; nearly all actives have a fitted effect of over 60% in size
#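 Huh7 reporter line, Rab9 promoter upstream of luciferase. Compound exposure 24 h at 37 °C in reduced-serum medium with 10% FBS. Read-out: luminescence.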
# BRCA1 expr act – qHTS Assay to Identify Small Molecule Activators of BRCA1 Expression; actives 1.1% (n = 380,000); MCF7-BRCA1-FFLuc reporter, luminescence, 48 h; response scale: scaled: vehicle 0%, 10 µM genistein 100%; Potency, µM (top dose mostly 46.1 µM), inactives show at the top dose activation, most hits filed as activators; further: nearly all actives have a fitted effect of over 80% in size; some results filed as inactive show a strong effect at the top dose
#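 Luminescence from a BRCA1-driven firefly luciferase in MCF7 cells was read after 48 h compound exposure at 37 C. Data normalized against DMSO and a 10microM genistein activation control, then curve-fitted across the titration.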
# ELG1 genotox – qHTS screen for small molecules that induce genotoxicity in human embryonic kidney (HEK293T) cells expressing luciferase-tagged ELG1; HEK293T ELG1-luciferase reporter, luminescence, 16 h; Potency, µM (top dose mostly 46 µM), without a hit: top-dose activity change, positive = activation, usual class: activators; actives 1.3% (n = 330,000); AID 504466, 2011; further: % of control where 0% means no effect; nearly all actives have a fitted effect of over 60% in size
#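 After overnight (16 hr) compound treatment at 37 °C, ELG1-luciferase HEK293T cells were lysed with ONE-Glo; luminescence quantified 30 min later at room temperature.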
# NPC1 prom act – qHTS Assay for NPC1 Promoter Activators | Huh7 NPC1 promoter luciferase reporter, 24 h | Potency, µM (top dose mostly 9.22 µM), inactives show at the highest dose activation, most hits filed as activators | actives 2.4% (n = 320,000);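 further: % of control where 0% means no effect; nearly all actives have a fitted effect of over 60% in size; reporter is driven by a mutant NPC1 promoter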
#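 In 1536-well qHTS, Huh7 cells harboring an NPC1 promoter–luciferase construct received compound for 24 h; activation was quantified by luminescence following luciferase reagent addition.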
# Starred values were filed as active, the others as inactive; ? = inconclusive; · = not tested or not shown; & = joins results of further samples; [ ] = remark or other dose. Unless noted, the call rests on the fitted dose curve; in most records, active means well fitted curve in the direction sought with a large enough effect; inconclusive means small, poorly fitted or top-dose-only effect, or another doubt; inactive means no such curve, though single readings can be large; an effect the other way counts as inactive or inconclusive. Potency means the concentration at half of the fitted maximal effect.
SMILES,MBNL1 CUG block,p53 reactivation,uPA surface inh,Gal4-VP16 FLuc,RORgamma inh,FLuc modulator,Rab9 promoter act,BRCA1 expr act,ELG1 genotox,NPC1 prom act
Cc1ccccc1CCN(C(=O)Cn1nnc2ccccc21)C(C(=O)NCC1CCCO1)c1nc2ccccc2n1C (stereo not given),·,0%,-1%,-12%,34%[10 µM],-1%,-4%,-16%,5%,1%
CCN(C(=O)CSc1nc2nc(C)cc(C)n2n1)C1CCS(=O)(=O)C1 (stereo not given),·,4%,0%,4%,-12%,-2%,0%,3%,4%,-2%
CCOC(=O)C(NC(=O)CC)C(O)c1cccc([N+](=O)[O-])c1 (stereo not given),?,-2%,-8%,-8%,-18%,0%,-2%,-3%,0%,-1%
CCN(CC(=O)Nc1ccc(NC(C)=O)cc1)C(=O)c1cc2c(s1)CCCC2,·,3%,5%,·,·,?,-4%,8%,2%,3%
CN(CC(=O)NC(=O)NC1CCCCC1)CC(=O)Nc1ccc(Cl)cc1,·,-8%,-5%,·,·,-2%,1%,-11%,-3%,1%
COc1ccc2cc(C(c3nnnn3C3CCCC3)N3CCc4ccccc4C3)c(=O)[nH]c2c1 (stereo not given),?,9%,-1%,5%,-16%,-15%,10%,4%,6%,-1%
O=C(Cn1cccc1)NCc1cccs1,-4%,27%,·,-2%,-2%,1%,-2%,14%,3%,0%
CC1CC(=O)Nc2ccccc2N1S(=O)(=O)c1ccc(Br)cc1 (stereo not given),?,-2%,0%,-19%,?,3%,13%,-24%,1%,-3%
O=C(CCC(=O)c1ccccc1)Nc1ccc(C(=O)O)cc1,-3%,·,?,6%,18%,-4%,1%,14%,-2%,-4%
CCOC(=O)Cn1c(CN2CCN(C(=O)c3ccco3)CC2)nc2c1c(=O)n(C)c(=O)n2C,5%,7%,4%,18%,2%,1%,-3%,-32%,1%,-2%
CC(C)(C)OC(=O)NOCC(=O)N(Cc1ccccc1)CC(O)COc1ccccc1 (stereo not given),·,3%,12%,·,·,-3%,5%,-20%,-1%,0%
Cc1[nH]c(=O)[nH]c(=O)c1/C=N/NC(=O)[C@H](C)N,-9%,1%,-17%,?,112µM*,6%,?,7%,0%,-1%
COc1ccc(NC(=O)N(C)C[C@H]2Oc3c(NC(=O)C4CC4)cccc3C(=O)N([C@H](C)CO)C[C@@H]2C)cc1,·,-3%,0%,·,·,·,·,-9%,3%,·
C/C(=N\NC(=O)c1ccc(CN2CCc3ccccc3C2)cc1)c1ccccc1O,3%,21%,-10%,2.5µM*,0.89µM*,-19%,-23%,-55%,6%,-13%
CCOc1ccc(C(C(=O)NC2CCCC2)N(Cc2ccccc2)C(=O)c2nsc(Cl)c2Cl)cc1 (stereo not given),-2%,5%,?,-5%,-4%,9%,-1%,-35%,-9%,-9%
CCCCCCCc1nc2nc(C)c(Br)c(=O)n2[nH]1,-2%,9%,3%,-11%,30%,?,1%,70%,7%,-1%
COc1ccc(N2C(=O)CCC(C(=O)N(C)C3CCCCC3)C2c2ccc(OC)c(OC)c2)cc1 (stereo not given),-2%,-11%,0%,4%,-35%,-1%,-3%,23%,4%,0%
CCN1CCN(c2nc(C)nc3c2sc(=S)n3C)CC1,34%[activator],2%,-93%,1%,-17%,-17%,-6%,-16%,3%,-2%
CCOc1ccc(S(=O)(=O)N2CCN(c3ccccn3)CC2)cc1,-8%,·,0%,-4%,43%,2%,-1%,-8%,-10%,-3%
Cc1ccccc1/C=c1\s/c(=C\C(=O)C(C)(C)C)[nH]c1=O,5%,17%,-11%,0.89µM*,?,17µM*,-1%,-60%,-11%,-1%
COC(=O)C1=C(NC(=O)c2ccc(C)cc2)CCS1,7%,0%,·,-3%,-7%,-1%,4%,-57%,2%,0%
Cc1ccc(NC(=O)CCN2C(=O)c3ccccc3C2=O)c(C)c1,3%,-3%,0%,6%,14%,2%,-4%,-24%,0%,-1%
Cc1cc(S(=O)(=O)N2CCN(C(=O)CCC(=O)N3CCOCC3)CC2)ccc1Br,-10%,2%,-2%,-9%,-4%,3%,-1%,-21%,0%,-2%
O=C(Nc1ccc2c(c1)OCO2)C1CC(=O)N(c2ccc3c(c2)OCCO3)C1 (stereo not given),-2%,-5%,-1%,-5%,10%,-12%,-6%,10%,4%,-2%
O=C(NCc1ccccn1)NC12CC3CC(CC(C3)C1)C2,-10%,-2%,3%,4%,-43%,0%,-5%,5%,8%,1%
# (further entries)
SMILES,MBNL1 CUG block,p53 reactivation,uPA surface inh,Gal4-VP16 FLuc,RORgamma inh,FLuc modulator,Rab9 promoter act,BRCA1 expr act,ELG1 genotox,NPC1 prom act
COC(=O)COc1ccc(S(=O)(=O)Nc2ccc(C(N)=O)cc2)cc1C,0%,-1%,·,?,21%,0%,-1%,0%,-7%,9%
CC(C)(C)c1ccc(C(=O)N2CCN(C(=O)c3cccs3)CC2)cc1,·,14%,2%,·,·,·,·,3%,-1%,·
COc1cccc(/C=N/Nc2nc3ccccc3n3cnnc23)c1,-2%,1%,-13%,-6%,20%,-6%,-7%,5%,-1%,-1%
CC(NC(=O)CCCN1C(=O)c2ccccc2C1=O)c1ccc2c(c1)CCCC2 (stereo not given),2%,-3%,0%,-23%,1%,2%,2%,1%,-2%,-2%
Cc1nnc2n(c1=O)C(CS(=O)(=O)c1ccccc1)CS2 (stereo not given),1%,2%,0%,0%,?,2%,-7%,0%,-1%,-5%
CCOC(=O)C1=C(C)NC(C)=C(C(=O)OCC)C1C(=O)OCC(=O)NCCc1ccc(S(N)(=O)=O)cc1,·,-1%,-19%,·,·,9%,10%,16%,-1%,6%
CCOC(=O)N1CCN(C2CCCN(C(=O)c3ccccc3SC)C2)CC1 (stereo not given),-4%,-3%,6%,19%,-2%,-1%,1%,0%,0%,-3%
CC(=O)Nc1ccc(S(=O)(=O)N2CCC(c3nc4c(nnn4Cc4ccccc4Cl)c(=O)[nH]3)CC2)cc1,-5%,-7%,2%,-10%,7%,1%,-2%,-4%,5%,1%
COc1ccc(CCC(=O)NCCS(=O)(=O)N2CCN(c3ccccc3OC)CC2)cc1,-4%,5%,2%,?,42%,1%,0%,-21%,-9%,-5%
COC(=O)c1c(C(=O)OC)c(-c2ccc(OC)cc2)n2c1CCC2,-1%,-3%,-11%,8%,8%,-1%,-2%[1.84 µM],-6%,-4%,-5%
CC(C)COc1nc2ccccc2nc1C(C#N)C(=O)NC1CCCCC1 (stereo not given),22%,4%,0%,-2%,-22%,-1%,0%,-28%,-2%,-2%
O=[N+]([O-])c1ccc(Oc2ccc(OCc3ccccc3)cc2)nc1,9%,12%,4%,-1%,26%,-5%,-3%,-1%,-2%,-6%
CCCCc1c(O)c2ccccc2n(CCCC)c1=O,-18%,2%,-3%,-18%,5%,-2%,-2%,-9%,0%,4%
Cc1ccc(C(=O)NC(=S)Nc2ccc(S(=O)(=O)N3CCN(C)CC3)cc2)cc1,-27%,2%,-5%,-7%,11µM*,-7%,0%,-33%,-3%,-1%
CC(=O)c1cccc(NS(=O)(=O)c2ccc(C(=O)Nc3ccccc3)cc2)c1,-2%,-7%,-6%,10µM*,?,-1%,-16%,-25%,4%,-23%
CCc1nnc(NC(=O)C2CCN(S(=O)(=O)c3ccc(C)cc3)CC2)s1,-8%,-2%,0%,-3%,1%,0%,-3%,-1%,5%,-8%
O=C(NC1CC1)c1cccc(Br)c1,-3%,3%,3%,6%,-3%,1%,3%,0%,-1%,-2%
COc1ccc(CNC(=O)c2ccccc2NS(C)(=O)=O)cc1,-9%,-2%,0%,-4%,5%,-2%,-2%,-6%,1%,1%
C/C(=N/NC(=O)c1cccs1)c1cccc(NC(=O)C2CC2)c1,-8%,-1%,-3%,0%,22%,?,17%,73%,5%,14%
OCCC1CN(Cc2ccc3nsnc3c2)CCN1CCc1ccccc1 (stereo not given),?,-1%,-5%,7%,-9%,-1%,2%,-14%,-3%,-3%
CC(C)(O)C#Cc1ccc(C(=O)N2CCC(C(N)=O)(N3CCCCC3)CC2)o1,3%,·,0%,·,·,2%,-2%,-26%,0%,-4%
COc1ccccc1CC(=O)NNC(=O)c1ccco1,-3%,4%,1%,-11%,32%,1%,2%,0%,1%,-2%
NC(=O)[C@@H]1CCCCNc2c(F)cc([N+](=O)[O-])cc2C(=O)N[C@@H](CC(=O)O)C(=O)NCC(=O)N1,?,-5%,-1%,-7%,-29%,2%,-7%,28%,2%,-3%
COc1ccc(CCn2c(=O)[nH]c3cc(C(=O)N4CCN(c5ccccc5)CC4)ccc3c2=O)cc1OC,-7%,12%,-6%,0%,18%,-1%&1%,-7%,-16%,-4%,-12%
